Pf Dd2 growth: qHTS Primary assay for Inhibitors of Plasmodium falciparum Dd2 growth in vitro; P. falciparum Dd2 growth, SYBR Green, 72 h; Potency, µM (top dose mostly 28.9 µM), without a hit: at the top dose activity, negative = inhibition, hits mostly inhibitors; 120,000 compounds, 4.3% hits; AID 1347417, 2020; active = well fitted inhibition curve with a large enough effect; inconclusive = small, poorly fitted or top-dose-only effect; inactive = no such curve, though single readings can be large or run the other way;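 note: plate controls were DMSO vehicle for no effect and reference drug for full effect; nearly all actives have a fitted effect of over 65% in size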
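Infected erythrocytes (Dd2, 0.3% parasitemia, 2.5% hematocrit final) are added to compound in RPMI-1640/Albumax II medium, grown 72 h at 37C in low oxygen, then lysed with saponin/Triton-X containing SYBR Green and read by fluorescence.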
Numbers without * were called inactive; i = inactive; ? = inconclusive; [ ] = dose if it differs, or a comment. Potency is the fitted concentration of half-maximal effect. Only part of the results is shown; rates above refer to the full screens.

Compound,Pf Dd2 growth
O=C(c1ccc(N2CC3CC(C2)[C@H]2CCCC(=O)N2C3)nc1)N1CCc2ccccc21 (stereo partly drawn),i
Cc1nc2ccn(Cc3ccccc3)c(=O)c2cc1C(=O)N1CCN(c2ccccc2F)CC1,15.2%
Cc1cccc(-c2noc(CNC(=O)c3ccc(C)cc3C)n2)c1,40.7%[activator]
O=C(NCCc1ccccc1)C1CCN(C(=O)N2CC3CC(C2)[C@H]2CCCC(=O)N2C3)CC1 (stereo partly drawn),i
CCOCCCn1c(=N)c(C(=O)NCC2CCCO2)cc2c(=O)n3cc(C)ccc3nc21 (stereo not drawn),5.8%
O=C1COc2ccc(-c3ccsc3)nc2CN1,?
CN1C(=O)CO[C@H]2CN(Cc3ccc(Cl)cc3)C[C@H]21,-25.0%[44.1 µM]
COc1cc(CN(C(=O)c2ccccc2Br)c2ccccn2)cc(OC)c1OC,12.3%
Cc1ccc(C(=O)N2CCn3c(nn(-c4ccc(F)cc4)c3=O)C2)cc1,-27.5%
O=C(COc1ccc(F)cc1)Nc1nnc(S(=O)(=O)N2CCCC2)s1,-6.0%
CCOC(=O)C1CCCN(S(=O)(=O)c2cc(-c3cc(C)no3)ccc2OC)C1 (stereo not drawn),i
COc1cccc(OC)c1C(=O)Nc1cccc(-c2nc3cc(C)cc(C)c3o2)c1,?
COc1cccc(F)c1-c1ncc2c(n1)OCCN(c1cccc(C(F)(F)F)c1)C2=O,?
CCC[C@H]1CN(C(=O)c2cc(=O)[nH]c3cc(F)ccc23)C[C@@H]1N,-2.2%
CCN(CC)c1ccc(C2C(C(=O)Nc3ccccc3C)=C(C)Nc3ncnn32)cc1 (stereo not drawn),-9.4%
CC(C)N1C(=O)C2(CCCC2)C1C(=O)NCCN1CCCCC1 (stereo not drawn),?
COCCNC(=O)Cn1cnc2sc(C)c(S(=O)(=O)N3CCN(c4ccccc4OC)CC3)c2c1=O,4.0%
CC(=O)N(C1CC1)C1CCOC2(CCN(C(=O)c3cn[nH]c3-c3ccccc3)CC2)C1 (stereo not drawn),4.6%
CCOc1ccccc1NC(=O)CSc1nc2c(oc3ccccc32)c(=O)n1Cc1ccco1,-28.3%
COc1cc(Cl)ccc1C(=O)N1[C@@H]2CC[C@H]1CC(NC(=O)c1ccncc1)C2 (stereo partly drawn),0.3%
CC1CCc2onc(C(=O)N3CCN(c4ccc(F)cc4)CC3)c2C1 (stereo not drawn),-8.5%
COc1ccc(CCNC(=O)CCCn2c(=O)c3ccccc3n(CC(=O)Nc3ccc(C)cc3Cl)c2=O)cc1OC,?
COc1ccc(C(CNC(=O)COc2ccc(C)c(C)c2)N2CCCCC2)cc1 (stereo not drawn),11.2µM*
Cc1cccc(CN2CCOCCNC(=O)[C@H]3CCCC[C@H]32)c1,-14.0%
O=C(Nc1ccc(-c2nnc3n2CCCC3)cc1)c1ccc(F)c(F)c1,?
CCOC(=O)c1cc(S(=O)(=O)NCc2ccc(Cl)cc2)[nH]n1,?
COC(=O)N1CCC(c2nn(-c3ccc(OC)cc3)c(=O)[nH]2)CC1,i
Cc1ccc(NC(=O)Cn2ncn3c(cc4ccccc43)c2=O)cc1F,24.4%
CNC(=O)C1N(C(C)C)C(=O)C12CCCCC2 (stereo not drawn),-11.1%
Cc1ccc(C(=O)N2CCN(C(=O)c3nnn4c3COC(c3ccccc3)C4)CC2)cc1 (stereo not drawn),?
O=C(c1ccccc1)N1C[C@H]2OC(=O)N(CCc3cccc(Cl)c3)[C@H]2C1,-3.6%
Cc1ccc(NC(=O)C2CCN(S(=O)(=O)c3cccc4nonc34)CC2)c(Cl)c1,51.9%[activator]
Cc1cnc(CC2CCN(S(=O)(=O)c3ccc(C#N)cc3)C2)n1C1CC1 (stereo not drawn),10µM*
Cc1noc(C)c1C(=O)N1CCC2(CC1)CN(C(=O)Cc1cccc(Cl)c1)CCO2,?
CC(C)(C)OC(=O)NCCCC(=O)N1CCN(c2cccc(C=O)c2)C(=O)C1,4.9%
CC(=O)N1CCc2cc(S(=O)(=O)NC(Cc3ccccc3)C(=O)Nc3cc(C)cc(C)c3)ccc21 (stereo not drawn),?
COc1ccc(/C=C/C(=O)N2CCC(c3nc4ccccc4o3)CC2)cc1,12.0%
Cn1cccc1CN1CC(N2CCc3ccccc32)C1,?
O=C1NC2(CCN(C(=O)c3cccnc3)CC2)Oc2ccccc21,?
N#Cc1cccc(CN2CCOC[C@H]2c2ncc(-c3ccccc3)[nH]2)c1,?
COc1ccc(NC(=O)[C@@H]2C[C@@H](c3ccc(F)cc3)N(Cc3ccccc3)C2)cn1,?
O=C(CCC(=O)c1ccccc1)Nc1ccc(F)c(Cl)c1,6.7%
COc1ccccc1CNC(=O)C1CCN(c2cnc3nccnc3c2)CC1,-13.4%
Cn1cc(C(=O)N2CCC3(CC2)CN(c2ncccn2)CC3CO)cn1 (stereo not drawn),24.8%
CC1CCCCN1c1csc2ccc(F)cc2c1=O (stereo not drawn),-7.1%
CCNC(=O)[C@@H]1C[C@H](NC(=O)c2oc(C)nc2C)CN1Cc1nc(C)no1,-4.0%
COc1ccc(C(=O)N2CCC(Oc3ccccc3)C2)cc1 (stereo not drawn),-14.3%
CC(=O)Nc1cccc(C(=O)NCCn2ccn3nc(-c4ccc(C)cc4C)cc3c2=O)c1,5.62µM*
COc1ccc(NC(=O)Cn2c(=O)n(CCCCCC(=O)NCc3ccc4c(c3)OCO4)c(=O)c3sccc32)cc1Cl,?
CCOc1ccccc1NC(=O)C(Cc1ccccc1)NS(=O)(=O)c1ccc2c(c1)oc(=O)n2C (stereo not drawn),107.6%[activator]
Cc1ccc2ncc(C(=O)N3CCN(c4ccccc4F)CC3)c(=O)n2c1,25.7%
COc1ccc(CN2C(=O)CO[C@H]3CN(Cc4ccccc4Cl)C[C@H]32)cc1,i
CC(CNC(=O)Cc1ccc(NC(=O)N2CCSc3ncccc32)cc1)c1ccccc1 (stereo not drawn),71.2%[activator]
Cc1c(-c2ccc(Cl)cc2)c(=O)oc2ccc(OC(=O)N3CCOCC3)cc12,i
CCOc1ccc(NC(=O)c2cc(S(=O)(=O)N3CCCCC3)c[nH]2)cc1,-12.6%
COc1ccc(CNC(=O)c2ccc(-c3ccc(N4CCSCC4)nc3)cc2)cc1OC,i
Cc1ccc(C2=NC3(CCN(C(=O)c4ccsc4)CC3)ON2)cc1,?
Cn1c(=O)oc2cc(S(=O)(=O)NC(Cc3ccccc3)C(=O)Nc3ccc(F)cc3)ccc21 (stereo not drawn),i
COc1cc(NC(=O)C2CCN(c3cnc4ccccc4n3)CC2)cc(OC)c1OC,-18.6%
CCOc1ccc(NC(=O)Cn2c(=O)oc3cc(S(=O)(=O)N4CCCCCC4)ccc32)cc1,2.8%

More compounds
Compound,Pf Dd2 growth
COC1C(=O)N(C2CCN(Cc3scnc3C)CC2)C12CCOCC2 (stereo not drawn),-10.2%
Cc1cccc(CN2C[C@]34C=C[C@H](O3)C(C(=O)N3CCc5ncccc5C3)C4C2=O)c1 (stereo partly drawn),-0.4%
CNC(=O)[C@@H]1CN(C(=O)c2ccc(C#N)cc2)C[C@H]1COC,6.6%
O=C(CC[C@@H]1CNC(=O)[C@@H]2C[C@H](NCc3cccc(Cl)c3)CN12)NCc1ccc(F)cc1,-11.9%
COc1ccc(N2CCN(CCCNC(=O)C3(CCO)CC34CCOCC4)CC2)cc1 (stereo not drawn),i
Cc1ccccc1NC(=O)Cn1cc(C(=O)c2ccco2)c2ccccc21,-4.8%
CCOc1cc(=O)n2c(c1C(=O)NCc1ccc(C)c(C)c1)CCCCC2,-6.9%
COc1ccc(C2C(C(=O)Nc3ccccc3)=C(C)Nc3nc(-c4ccc(Cl)cc4)nn32)cc1 (stereo not drawn),?
CNCCN1C(=O)CC[C@H]2CN(C(=O)CCN3CCCCO3)CC[C@H]21,0.0%
CC(C(=O)NC1CCN(Cc2ccccc2)CC1)C1CCOCC1 (stereo not drawn),21.8%
COc1ccc(S(N)(=O)=O)cc1C(=O)N1CCC2(CCCN(C)C2=O)C1 (stereo not drawn),1.5%
Cc1ccc(C(=O)NC2CCN(c3ccc(=O)n(C)n3)CC2)cn1,i
Cc1nc2c(c(-c3ccc(Cl)cc3)n1)CCN([S+](=O)([O-])c1c(C)noc1C)CC2,?
O=C(CCc1cccnc1)N1CCC(c2[nH]ncc2-c2cccc(F)c2)CC1,i
CN1c2ccc(Cl)cc2-c2nc(SCC(=O)NCc3ccc(F)cc3)ncc2S1(=O)=O,i
COc1ccc(-c2ccc(=O)n(CC(=O)Nc3ccccc3C(F)(F)F)n2)cc1,2.3%
CCc1ccc(CNC(=O)c2ccc3c(c2)nc2n3CCOC2)cc1,4.5%
COc1cc(Cl)c(C)cc1Nc1ncnc2c1nc1n2CCCC1,-26.2%
O=C(Cc1ccccc1)N1CCC2(CC1)CN[S+](=O)([O-])c1ccccc1N2,-7.2%
COc1ccc(CNC(=O)c2nc3nc(-c4ccccc4)c(Cl)cc3n2C)cc1OC,8.5%[44.1 µM]
O=C1CCN(S(=O)(=O)c2ccccc2)CCCN(C2CCCCCC2)CCN1,10µM*
Cc1cc(C)c2c(CC(=O)Nc3nnc(CC(C)C)s3)coc2c1,5.4%
Cc1ccc(N(CC(=O)NCCc2ccc(Cl)cc2)S(=O)(=O)c2c(C)noc2C)cc1,-7.8%
O=C(Cc1cccc(Cl)c1)NCC1COc2ncncc2C(=O)N1CC1CC1 (stereo not drawn),-22.1%[44.1 µM]

Reprinted from the part before: 3 entries, then new ones.
Compound,Pf Dd2 growth
Cc1cc(C)c2c(CC(=O)Nc3nnc(CC(C)C)s3)coc2c1,5.4%
Cc1ccc(N(CC(=O)NCCc2ccc(Cl)cc2)S(=O)(=O)c2c(C)noc2C)cc1,-7.8%
O=C(Cc1cccc(Cl)c1)NCC1COc2ncncc2C(=O)N1CC1CC1 (stereo not drawn),-22.1%[44.1 µM]
CCc1ccccc1NC(=O)Cn1c(=O)n(-c2ccc(CC(=O)NCC3CCCO3)cc2)c(=O)c2ccccc21 (stereo not drawn),i
Cc1cccc(NC(=O)C2CC(=O)N(c3n[nH]c4cc(Br)ccc34)C2)c1C (stereo not drawn),17.2%
CCOc1ccc(NC(=O)Cn2nnc(C(=O)OC)c2C(=O)OC)cc1,-20.1%[5.79 µM]
CCOc1ccccc1NC(=O)C(CC)n1c(C(=O)OC)cc2occc21 (stereo not drawn),14.3%
CCN1CCc2c(sc(-n3cccc3)c2C(CCC(C)C)NC(=O)NCCC(=O)OC)C1 (stereo not drawn),?
COc1ccc(CNC(=O)CC[C@H]2CNC(=O)[C@@H]3[C@@H](CCN3C(C)C)N2C)cc1,?
O=C(c1ccc2c(c1)OCO2)N1CCC(Cc2nc(-c3ccccc3)no2)CC1,5.5%
COc1ccc(NC(=O)c2sc3nc(-c4ccc(OC)cc4)cc(C(F)(F)F)c3c2N)cc1,28.7%
CCn1nc(C)c(-c2cc(C(=O)NCC3Cn4cccc4C(=O)N3CCOC)no2)c1C (stereo not drawn),i
CCOc1ccc(N(C)C(=O)c2oc(=O)c3ccccc3c2-c2ccccc2)cc1,?
Cn1ncc(N2CCC(C(=O)NCc3ccc(OC(F)(F)F)cc3)C2)cc1=O (stereo not drawn),-8.4%
COc1cc(CN2C[C@@H]3C(=O)N(CCc4ccccc4)C(=O)[C@@H]3C2)cc(OC)c1,i

Three entries from above, set out differently.
COc1ccc(NC(=O)c2sc3nc(-c4ccc(OC)cc4)cc(C(F)(F)F)c3c2N)cc1
  Pf Dd2 growth: 28.7%
CCn1nc(C)c(-c2cc(C(=O)NCC3Cn4cccc4C(=O)N3CCOC)no2)c1C (stereo not drawn)
  Pf Dd2 growth: i
CCOc1ccc(N(C)C(=O)c2oc(=O)c3ccccc3c2-c2ccccc2)cc1
  Pf Dd2 growth: ?

Later entries
Compound,Pf Dd2 growth
O=C(NCc1nnc2n1C(C(=O)NCc1ccc(F)cc1)CC2)Nc1cccnc1 (stereo not drawn),35.0%[activator]
Cn1c(=O)c2c(SCC(=O)Nc3ccc(F)cc3F)nc(C3CCCC3)nc2n(C)c1=O,3.3%
COc1ccc(NC(=O)C2CCCN(S(=O)(=O)c3cccs3)C2)cc1 (stereo not drawn),1.8%
CCc1cccc(C)c1NC(=O)CN(C)S(=O)(=O)c1cccc2nsnc12,14.6%
COc1ccc(C)cc1NC(=O)c1cc(S(=O)(=O)N2CCOCC2)cn1C,-2.3%
COc1ccc(NC(=O)c2ccc(NC(=O)CCS(=O)(=O)c3cccs3)cc2)cc1,12.6%
Cc1ncsc1C(=O)N1CCC2(CC1)OC(=O)N(Cc1cccnc1)C2(C)c1ccccc1 (stereo not drawn),i
CCN1c2cc(C(=O)Nc3ccc(C)c(C)c3)ccc2C(=O)N2CCCCC21 (stereo not drawn),-0.4%
COCC(=O)NC1CCC12CCN(Cc1ccc(F)cc1F)CC2 (stereo not drawn),?
O=C(CCn1c(=O)c2sccc2n(Cc2cccc(F)c2)c1=O)NCc1ccc2c(c1)OCO2,57.3%[activator]
COCCn1c(C)cnc1CC1CCCN(Cc2ccc(F)cc2F)C1 (stereo not drawn),?
CCc1noc([C@@H]2CC(F)(F)CN2C(=O)c2cn(C)cn2)n1,i

Assay outcomes: PubChem BioAssay, National Center for Advancing Translational Sciences (NCATS)
